Compound activity from PubChem.
GSH bead fluor = GSH bead compound fluorescence profile | 190,000 tested, 0.25% active | fluorescence (KMESF) at 10 µM | GSH beads flow cytometry, compound fluorescence 488/530 nm; hits give high values; in the data active = fluorescence above about 89;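 note: glutathione beads carrying GST-tagged Bcl family fusion proteins plus one bare bead set; values are compound well signal with DMSO vehicle wells as background; inactives centre near 16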
Bim-Bcl-W = human Bim-Bcl-W interaction inhibition; AID 952; 190,000 tested, 0.02% active; inhibition, % at 10 µM; bead-based flow cytometry, Bim peptide-Bcl-W binding;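 note: 0% = bound tracer without compound and 100% = peptide blocker; higher means less fluorescent Bim peptide bound to Bcl-W beads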
Mcl1 Bid PPI = Mcl-1/Bid interaction inhibition; inhibition, % at 21.7 µM; 220,000 tested, 0.97% active; Q07820; TR-FRET Mcl-1/Bid-Dy647 peptide binding, 1536-well;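 active = compounds that cut the binding signal by more than half at the single screening dose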;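 note: His-tagged Mcl-1 with europium anti-His antibody binding Bid BH3 peptide; 0% = Mcl-1 plus peptide wells and 100% = peptide-only wells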
Target sequence (Q07820 whole entry, looked up): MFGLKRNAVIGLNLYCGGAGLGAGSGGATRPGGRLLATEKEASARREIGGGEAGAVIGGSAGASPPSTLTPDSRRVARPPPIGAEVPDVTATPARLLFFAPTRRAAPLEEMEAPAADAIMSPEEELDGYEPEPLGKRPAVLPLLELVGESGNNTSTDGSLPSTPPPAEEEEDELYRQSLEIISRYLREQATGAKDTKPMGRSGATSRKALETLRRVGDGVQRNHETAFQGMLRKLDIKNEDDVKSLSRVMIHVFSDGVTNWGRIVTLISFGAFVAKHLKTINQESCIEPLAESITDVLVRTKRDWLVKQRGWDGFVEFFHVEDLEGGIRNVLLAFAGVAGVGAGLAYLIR
Bim-Mcl-1 = inhibitors of Bim-Mcl-1 interaction, human; Q07820; Bead-based flow cytometry, Bim peptide-Mcl-1 binding; inhibition, % at 10 µM; 190,000 tested, 0.1% active; AID 1009;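 note: 0% = no compound tracer wells and 100% = peptide blocker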
Bcl-B Bim block = human Bim-Bcl-B interaction inhibition. Q9HD36. bead-based flow cytometry, Bim peptide-Bcl-B binding. inhibition, % at 10 µM. 190,000 tested, 0.073% active. AID 951;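 note: 0% = tracer peptide without compound and 100% = reference inhibitor peptide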
Target sequence (Q9HD36 whole entry, looked up): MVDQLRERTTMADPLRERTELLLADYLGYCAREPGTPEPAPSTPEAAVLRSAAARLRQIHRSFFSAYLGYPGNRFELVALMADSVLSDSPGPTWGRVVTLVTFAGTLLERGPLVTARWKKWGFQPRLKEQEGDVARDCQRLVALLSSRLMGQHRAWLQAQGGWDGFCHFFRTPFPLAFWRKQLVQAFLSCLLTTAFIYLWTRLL
Bcl-XL Bim block = disrupts Bim peptide binding to human Bcl-XL | 190,000 tested, 0.04% active | bead flow cytometry, fluorescence | inhibition, % at 10 µM | AID 1007 | Q07817
Target sequence (Q07817 whole entry, looked up): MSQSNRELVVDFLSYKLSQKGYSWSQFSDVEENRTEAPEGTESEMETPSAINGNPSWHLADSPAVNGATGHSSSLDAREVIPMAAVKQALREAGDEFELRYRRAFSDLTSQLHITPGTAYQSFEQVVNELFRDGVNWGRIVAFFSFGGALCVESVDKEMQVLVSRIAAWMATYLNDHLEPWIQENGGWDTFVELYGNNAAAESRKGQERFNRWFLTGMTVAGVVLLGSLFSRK
RGS8-Gao = regulators of human RGS8-Galphao interaction | AID 1423 | response (percent of control binding), % at 10 µM | 220,000 tested, 0.34% active | multiplexed bead flow cytometry, RGS8-Galphao binding; actives lie on both sides | P09471; in the data active = response below about 60% or above about 140%; inactive = in between;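 note: Galphao activated as the GDP aluminium fluoride complex binding bead-coupled RGS8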
RGS7-Gao = regulators of human RGS7-Galphao interaction; P09471; Multiplexed bead flow cytometry, RGS7-Galphao binding; actives lie on both sides; binding response (% of control), % at 10 µM; 220,000 tested, 0.35% active; in the data active = binding response below about 49% or above about 150%; inconclusive = no clear call, values can overlap the other calls; inactive = in between;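 note: fluorescent Galphao held in activated GDP-AlF4 state binding bead-coupled RGS7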
Bim-Bfl-1 = human Bim-Bfl-1 interaction inhibition. 190,000 tested, 0.12% active. Bead-based flow cytometry, Bim-Bfl-1 binding inhibition. inhibition, % at 10 µM;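 note: 0% = wells without compound plus tracer and 100% = blocker peptide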
Bcl-2 Bim block = inhibitors of Bim-Bcl-2 interaction, human; P10415; Bead-based flow cytometry, Bim peptide-Bcl-2 binding; inhibition, % at 10 µM; 190,000 tested, 0.06% active; in the data active = inhibition above about 40%; inconclusive = no clear call, values can overlap the other calls;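 note: 0% = no compound wells with probe peptide and 100% = reference peptide inhibitor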
Target sequence (P10415 whole entry, looked up): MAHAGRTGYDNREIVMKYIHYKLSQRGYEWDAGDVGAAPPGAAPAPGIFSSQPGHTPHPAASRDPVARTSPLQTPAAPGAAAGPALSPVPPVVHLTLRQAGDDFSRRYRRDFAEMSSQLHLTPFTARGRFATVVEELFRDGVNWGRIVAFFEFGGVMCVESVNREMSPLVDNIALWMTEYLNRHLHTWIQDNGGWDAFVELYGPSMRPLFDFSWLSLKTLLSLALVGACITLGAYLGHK
RGS4-Gao reg = human RGS4-Galphao interaction regulation. P09471. Multiplexed bead flow cytometry, RGS4-Galphao binding; actives lie on both sides. binding response (% of control), % at 10 µM. 220,000 tested, 0.33% active. AID 1415; in the data active = binding response below about 49% or above about 150%; inactive = in between;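 note: fluorescent Galphao activated with aluminum fluoride binding bead-coupled RGS4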
Numbers without * were called inactive; ? = inconclusive; / = no result given; & = joins results of further samples; [ ] = remark or other dose. Cut-off read from the data, not from the text of the source, unless noted: active = inhibition above about 40%.

1. O=C(COCCOCC(=O)N(c1ccccn1)C1CCCCC1)N(c1ccccn1)C1CCCCC1
2. CCc1nnc(NC(=O)CSc2nnc(-c3ccncc3)n2C)s1
3. CC(=O)c1ccc(N2CCCCC2)c(F)c1
4. COc1ccc(OC)c(CNC(=O)Cc2c(C(=O)O)[nH]c3ccccc23)c1
5. Cc1cc(C)n(-c2nc3ccccc3nc2N2CCN(C(=O)c3ccccc3)CC2)n1
6. Cc1nc2ccccc2cc1C(=O)Nc1ccccc1Cl
7. CCOC(=O)c1csc(NC(=O)CSc2nnnn2-c2ccc3c(c2)OCCO3)n1
8. CN(Cc1cn[nH]c1-c1cc2ccccc2o1)CC1CCOCC1
Screen / compound no.	1	2	3	4	5	6	7	8
GSH bead fluor	19	15	52	11	12	14	22	17
Bim-Bcl-W	-2	-3	-4	2	0	-3	0	0
Mcl1 Bid PPI	16	3	-7	-12	-9	-5	-4	-30
Bim-Mcl-1	-1	5	-4	-1	-3	-2	0	0
Bcl-B Bim block	-6	-6	-5	-7	-1	-4	0	-4
Bcl-XL Bim block	-4	-6	-6	-4	0	0	-2	-2
RGS8-Gao	101	108	100	104	114	140	102	96
RGS7-Gao	99	109	98	102	100	157*[activator]	100	98
Bim-Bfl-1	-17	-2	-16	-9	-1	-7	0	-7
Bcl-2 Bim block	-7	-5	-8	-8	-3	-1	11	-7
RGS4-Gao reg	100	108	100	102	101	148	99	87

9. CC1CCCC(C)N1C(=O)C1CCCCC1 (stereo not drawn)
10. COc1ccc(OC)c(/C=N/NC(=O)CCc2n[nH]c(=O)[nH]c2=O)c1
11. Cc1snc(S(=O)(=O)/C(C#N)=N/Nc2cccc(C(F)(F)F)c2)c1C#N
12. C=CCOc1ccc(C=Nc2ccc(OC)cc2)c(O)c1
13. COC(=O)c1cc(C)sc1NC(=O)c1cccnc1
14. Brc1ccc(CNc2cc3c(cc2Br)OCCO3)cc1
15. Nc1cnn(C2OC(CO)C(O)C2O)c(=O)n1 (stereo not drawn)
16. CCCC(O)(c1ccc(Cl)cc1)C(CN1CCOCC1)c1ccccc1 (stereo not drawn)
Screen / compound no.	9	10	11	12	13	14	15	16
GSH bead fluor	22	7	23	12	46	15	16	26
Bim-Bcl-W	-6	-3	-1	-5	3	-2	-1	0
Mcl1 Bid PPI	-9	-15	-25	-35	-31	-62	-2	1
Bim-Mcl-1	-6	0	-1	-3	0	-1	-2	-3
Bcl-B Bim block	-8	-3	0	-3	-8	-7	-3	-7
Bcl-XL Bim block	-6	0	1	-1	-4	-1	-2	-1
RGS8-Gao	103	101	101	90	/	101	101	101
RGS7-Gao	100	97	104	103	/	?	100	96
Bim-Bfl-1	-4	-6	-1	-4	-11	-4	-2	-11
Bcl-2 Bim block	-4	-2	0	-5	-7	-4	-2	-9
RGS4-Gao reg	103	99	98	81	/	100	99	101

Entries listed so far marked active in RGS7-Gao:
6. Cc1nc2ccccc2cc1C(=O)Nc1ccccc1Cl
Screen / compound no.	6
GSH bead fluor	14
Bim-Bcl-W	-3
Mcl1 Bid PPI	-5
Bim-Mcl-1	-2
Bcl-B Bim block	-4
Bcl-XL Bim block	0
RGS8-Gao	140
RGS7-Gao	157*[activator]
Bim-Bfl-1	-7
Bcl-2 Bim block	-1
RGS4-Gao reg	148

Following part
17. COc1ccc(-c2nc3nc(SC)nn3cc2C)cc1F
18. C=CCNC(=O)c1cc(=O)c2ccccc2o1
19. O=C(O)C1C2C=CC(O2)C1C(=O)NCc1ccccc1Br (stereo not drawn)
20. Cc1cccc(NC(=O)c2ccc([N+](=O)[O-])o2)c1C
21. CCOC(=O)CC1=C(C(=O)OCC)C(c2cc(OC)c(OC)cc2OC)C(C#N)=C(N)O1 (stereo not drawn)
22. COc1ccc(N2CCN(CC(=O)Nc3cccc(S(=O)(=O)N4CCOCC4)c3)CC2)cc1
23. CC(C)(C)c1ccccc1OCCOCCN1CCCCCC1
24. Cn1c(=O)c2c(ncn2Cc2ccc(Cl)c(Cl)c2)n(C)c1=O
Screen / compound no.	17	18	19	20	21	22	23	24
GSH bead fluor	19	15	11	21	5	18	23	34
Bim-Bcl-W	0	0	1	1	7	0	0	0
Mcl1 Bid PPI	-12	14	5	-4	-42	-9	-12	-1
Bim-Mcl-1	1	-1	0	-2	6	-12	1	-6
Bcl-B Bim block	0	-6	-4	-5	-1	-3	-7	-7
Bcl-XL Bim block	1	-2	0	-1	3	-3	-3	-8
RGS8-Gao	96	108	99	100	103	96	102	100
RGS7-Gao	?	104	97	100	99	87	105	100
Bim-Bfl-1	-5	-2	-8	-3	-5	-14	-2	-17
Bcl-2 Bim block	0	-1	-7	-1	0	-8	-3	-13
RGS4-Gao reg	94	108	100	100	103	92	107	101

25. CCOC(=O)CNC(=O)CSc1nnc(NC(=O)c2ccc(C)cc2)s1
26. CCOC(=O)c1sc(NC(=O)COC(=O)CNC(=O)c2ccco2)c(C(=O)OCC)c1C
27. CCc1nn2c(N)c(/C=C3\C=Nc4ccccc43)c(=O)nc2s1
28. COc1ccc(-c2c(-c3ccc(O)cc3O)n[nH]c2C)cc1OC
29. N#CC(Sc1ccccn1)c1ccc(Cl)cc1Cl (stereo not drawn)
30. CCn1c(SCC(=O)Nc2cc(C)on2)nc2c(c1=O)SC(C)C2 (stereo not drawn)
31. COc1ccc(Nc2nccc3c2nnn3C)cc1
32. CCOC(=O)c1cc(-c2ccccc2)sc1NC(=O)CN1C(=O)NC(CC)(c2ccc(F)cc2)C1=O (stereo not drawn)
Screen / compound no.	25	26	27	28	29	30	31	32
GSH bead fluor	18	9	7	14	13	5	26	18
Bim-Bcl-W	-5	-3	-2	4	-2	-3	-1	0
Mcl1 Bid PPI	-26	5	-39&-58	-32	-37	-47	-12	-8
Bim-Mcl-1	-3	-1	-2	5	0	0	0	5
Bcl-B Bim block	3	-5	-4	-1	-6	-2	-6	-6
Bcl-XL Bim block	-5	-4	-3	-1	-3	-5	-6	-5
RGS8-Gao	106	102	103&77	101	106	103	98	101
RGS7-Gao	112	98	?	98	108	93	96	102
Bim-Bfl-1	5	-4	0	-11	-4	-3	-8	-13
Bcl-2 Bim block	2	1	11	1	-4	1	-5	-1
RGS4-Gao reg	108	100	105&89	100	109	98	96	104

The last 4 records of the section above open the next one:
29. N#CC(Sc1ccccn1)c1ccc(Cl)cc1Cl (stereo not drawn)
30. CCn1c(SCC(=O)Nc2cc(C)on2)nc2c(c1=O)SC(C)C2 (stereo not drawn)
31. COc1ccc(Nc2nccc3c2nnn3C)cc1
32. CCOC(=O)c1cc(-c2ccccc2)sc1NC(=O)CN1C(=O)NC(CC)(c2ccc(F)cc2)C1=O (stereo not drawn)
33. Cc1ccc(C)c(SCC(=O)OCC(=O)c2ccco2)c1
34. Cc1ccc(NC(=O)CCn2cccc2)cc1
35. CCOC(=O)c1ccccc1NC(=O)Cn1c(=O)n(Cc2ccccc2)c(=O)c2c(C)c(C)sc21
36. CCOc1ccc(C(N)=O)cc1OC
37. Cc1cc2occ(CC(=O)OCC(=O)Nc3sc4c(c3C#N)CCC(C)C4)c2cc1C (stereo not drawn)
38. c1nnc(NC2=NCCCCC2)s1
39. CC1CC(=O)N(C)c2ccc([N+](=O)[O-])cc2N1 (stereo not drawn)
40. N#Cc1nc(COc2ccc(F)cc2)oc1N1CCCC1
Screen / compound no.	29	30	31	32	33	34	35	36	37	38	39	40
GSH bead fluor	13	5	26	18	21	63	6	8	19	31	8	14
Bim-Bcl-W	-2	-3	-1	0	0	4	-1	6	-4	-10	-2	-1
Mcl1 Bid PPI	-37	-47	-12	-8	-36	-13	-5	-27	-9	-45	-18	-42
Bim-Mcl-1	0	0	0	5	-1	0	-4	2	-5	-6	-3	-2
Bcl-B Bim block	-6	-2	-6	-6	0	-6	-3	-2	-10	-5	-1	-7
Bcl-XL Bim block	-3	-5	-6	-5	1	3	-2	-2	-5	-8	-2	-2
RGS8-Gao	106	103	98	101	101	102	101	98	104	100	102	104
RGS7-Gao	108	93	96	102	101	101	98	99	102	98	102	102
Bim-Bfl-1	-4	-3	-8	-13	0	-9	0	-6	-1	-13	0	-10
Bcl-2 Bim block	-4	1	-5	-1	-1	-4	3	-3	-5	-1	3	-11
RGS4-Gao reg	109	98	96	104	101	103	99	97	103	100	102	105

41. COC(=O)c1cn(NC(=O)c2ccc(OC)c(OC)c2)c(=O)c2ccccc12
42. Cc1cc(C)nc(Nc2nc(C)c3cc4c(cc3n2)OCO4)n1
43. O=C(Cc1csc(N2CCOCC2)n1)N/N=C/c1ccc(F)cc1
44. Cc1cc(Br)ccc1OCCNCc1ccccc1
45. COc1ccc(-c2cnc3ncnn3c2N)cc1
46. C=CC1C(N2CCOCC2)C(C)(C)S1(=O)=O (stereo not drawn)
47. CC(C)[C@H](N)c1nnc(SC/C=C/c2ccccc2)o1
48. COc1cc2c(cc1OC)C(C(=O)N1CCN(c3ccccn3)CC1)C(c1cccs1)N(C)C2=O (stereo not drawn)
Screen / compound no.	41	42	43	44	45	46	47	48
GSH bead fluor	75	23	18	21	20	21	22	14
Bim-Bcl-W	0	2	-1	0	-2	-1	-3	-2
Mcl1 Bid PPI	-35	-54	-14	12	-22	-18	-13	-14
Bim-Mcl-1	0	-2	-1	0	-4	-3	-2	-4
Bcl-B Bim block	-5	1	-1	-6	0	0	-6	-1
Bcl-XL Bim block	1	1	0	0	-2	-1	-3	-2
RGS8-Gao	99	99	96	102	96	100	97	105
RGS7-Gao	102	100	95	100	95	100	92	103
Bim-Bfl-1	-9	-2	-2	-4	2	-2	-1	-1
Bcl-2 Bim block	-4	1	-3	-4	3	-6	-1	-4
RGS4-Gao reg	101	103	92	98	96	101	94	101

49. Cn1cc(-c2nnnn2-c2ccc(Cl)cc2)c(=O)c2ccccc21
50. Cc1ccc(S(=O)(=O)N2CCC(=O)N(C(COC(=O)Nc3ccccc3)Cc3ccccc3)CC2)cc1 (stereo not drawn)
51. CC(=O)NC1(c2ccccc2)CCN(CC(=O)N2CCC(C)CC2)CC1
52. Cc1ccc(C(=O)NN(CCC#N)C2=NS(=O)(=O)c3ccccc32)cc1
53. CCNC(=O)n1nccc1C(C)Oc1ccccc1 (stereo not drawn)
54. Cc1cc(C(=O)CSc2n[nH]c(-c3ccccc3F)n2)c(C)n1Cc1cccs1
55. CCc1ccc(NC(=S)N(Cc2cccc(Br)c2)CC2CCC(C(=O)O)CC2)cc1 (stereo not drawn)
56. Nc1ccc2c3c(cccc13)C(=O)N(c1ccccc1)C2=O
Screen / compound no.	49	50	51	52	53	54	55	56
GSH bead fluor	29	18	13	20	53	27	20	15
Bim-Bcl-W	-5	0	-3	0	5	-2	0	-5
Mcl1 Bid PPI	6	-2	-28	-25	-19	-55	-13	-21
Bim-Mcl-1	-7	0	-5	2	0	-7	1	-3
Bcl-B Bim block	-6	-1	-9	0	0	-11	-2	-8
Bcl-XL Bim block	6	0	0	0	1	-10	-1	-5
RGS8-Gao	144*[activator]	100	104	102	91	101	92	100
RGS7-Gao	124	96	105	98	100	105	101	100
Bim-Bfl-1	-6	0	-7	-5	7	-12	-1	-7
Bcl-2 Bim block	-8	1	-1	-4	2	-11	1	-5
RGS4-Gao reg	130	98	101	99	97	100	82	97
